Rtt109 HAT inh: inhibitors of Candida albicans Rtt109/Vps75 histone acetyltransferase. purified Rtt109/Vps75, ThioGlo CoA-SH fluorescence, 4 h. inhibition, % at 34.9 µM. 330,000 tested, 0.16% active;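 active = inhibition of at least 50% in every replicate; inconclusive = best replicate reaches 50% inhibition but some replicates fall short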
Target sequence (Q5AAJ8 whole entry, looked up): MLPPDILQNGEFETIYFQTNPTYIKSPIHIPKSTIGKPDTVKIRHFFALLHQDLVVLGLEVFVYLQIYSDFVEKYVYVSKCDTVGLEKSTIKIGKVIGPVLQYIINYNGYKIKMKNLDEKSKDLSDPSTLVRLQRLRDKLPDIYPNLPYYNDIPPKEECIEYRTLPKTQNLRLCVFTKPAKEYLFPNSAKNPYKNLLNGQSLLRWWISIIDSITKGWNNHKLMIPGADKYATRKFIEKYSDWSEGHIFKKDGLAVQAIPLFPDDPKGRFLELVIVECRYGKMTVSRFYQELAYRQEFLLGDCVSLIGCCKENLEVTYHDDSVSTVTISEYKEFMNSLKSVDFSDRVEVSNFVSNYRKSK
DAGLB inh: blocks human DAGLB lipase activity | HEK293T DAGLB membrane lysate, EnzChek fluorogenic substrate | inhibition, % at 5.17 µM | Q8NCG7 | 340,000 tested, 0.059% active | AID 504411; in the data active = inhibition above about 34%;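 also: 0% = enzyme with vehicle and 100% = wells lacking enzyme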
Target sequence (Q8NCG7 whole entry, looked up): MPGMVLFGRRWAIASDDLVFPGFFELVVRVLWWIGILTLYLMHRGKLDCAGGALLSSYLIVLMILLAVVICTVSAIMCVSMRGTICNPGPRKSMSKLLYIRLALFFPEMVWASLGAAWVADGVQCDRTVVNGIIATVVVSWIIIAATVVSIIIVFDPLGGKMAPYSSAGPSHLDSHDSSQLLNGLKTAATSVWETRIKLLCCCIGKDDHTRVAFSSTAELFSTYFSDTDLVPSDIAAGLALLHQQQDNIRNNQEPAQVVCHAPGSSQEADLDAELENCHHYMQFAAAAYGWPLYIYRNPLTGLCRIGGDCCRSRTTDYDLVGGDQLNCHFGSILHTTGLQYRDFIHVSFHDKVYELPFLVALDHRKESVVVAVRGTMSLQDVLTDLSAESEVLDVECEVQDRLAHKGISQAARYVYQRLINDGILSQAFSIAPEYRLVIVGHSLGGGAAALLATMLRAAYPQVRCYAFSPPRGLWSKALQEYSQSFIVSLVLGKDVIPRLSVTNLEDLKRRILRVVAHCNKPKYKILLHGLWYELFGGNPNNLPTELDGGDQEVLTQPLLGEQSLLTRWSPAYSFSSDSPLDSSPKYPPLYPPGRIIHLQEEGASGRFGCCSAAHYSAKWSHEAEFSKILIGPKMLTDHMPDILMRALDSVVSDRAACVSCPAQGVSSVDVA
LANA DNA inh: blocks KSHV LANA C-terminal domain binding to DNA; MBP-C-LANA/FAM-LBS DNA binding, fluorescence polarization; inhibition, % at 9 µM; 340,000 tested, 0.078% active;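 active = highest replicate inhibition at or above 60% at 9 µM, even if other replicates fall short; inactive = all replicates below 60% inhibition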;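 also: 0% = neutral control wells and 100% = 4 µM acridine orange control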
Keap1 Nrf2 FP: Keap1-Nrf2 (human) interaction inhibition. Keap1 Kelch-Nrf2 peptide fluorescence polarization, 1536-well. inhibition, % at 9.4 µM. 340,000 tested, 0.15% active; in the data active = inhibition above about 12%; inconclusive = no clear call, values can overlap the other calls; inactive = below about 7.3%;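 also: human Keap1 Kelch domain with fluorescein labeled Nrf2 9mer peptide probe; 0% = neutral control wells and 100% = peptide positive control; higher means more block of Keap1 binding to Nrf2 peptide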
SR-BI uptake up: SR-BI HDL lipid transfer activation | AID 504775 | activation, % at 12.5 µM | CHO ldlA[mSR-BI] cells, DiI-HDL uptake fluorescence, 3 h; 100 = double the neutral-control signal | 320,000 tested, 0.096% active;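 active = mean replicate activation of at least 60% and every replicate at or above 60%; inconclusive = mean or all-replicate condition met, but not both; inactive = mean below 60% and not all replicates reaching 60%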;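 also: 0% = median plate neutral-control signal and 100% = twice that signal; values of inactives mirror those of a sister screen read the other way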
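Assay system: LDL receptor-deficient CHO ldlA cells overexpressing murine SR-BI / Medium: BSA-supplemented, HEPES-buffered Ham's F12, pH 7.4 / Probe or stimulus: DiI-labelled HDL at 10 µg/mL final / Timing: compound with DiI-HDL co-incubation, 3 h at 37 °C / Technique: bottom-read cell fluorescence after medium removal, ex 550/em 595 nm / Measure: HDL uptake via cellular fluorescence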
RTF Ca sens inh: cardiac RTF calcium desensitization | P19429+P45379 | IANBD-labeled cardiac RTF, Ca2+ fluorescence | inhibition, % at 7.15 µM | 340,000 tested, 0.12% active;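 active = inhibition above the mean inhibition of all tested compounds plus 3 SD, cut at about 17% in these data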;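 also: assay run at fixed EC70 calcium of 1.6 mM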
PKA-R2B act: activators of human PKA-R2B complex; PKA-R2B holoenzyme dissociation, Cy5-IP20 fluorescence polarization; R2B truncated from residue 108, S112A mutant; 0% DMSO only, 100% 113 µM cGMP; P22694+P31323; 340,000 tested, 0.079% active; activation, % at 11.4 µM; AID 504700;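 active = activation above a cutoff set at the mean over all compounds plus 3 SD, cut at about 18% in these data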;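 also: higher means more holoenzyme dissociation and a rise in polarization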
RTF Ca sens act: cardiac RTF calcium sensitization; AID 493008; 340,000 tested, 0.24% active; IANBD-labeled TnC RTF fluorescence at EC20 calcium; 0% EC20 calcium, 100% full calcium; P19429+P45379; activation, % at 7.2 µM;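 active = activation above the mean over all tested compounds plus 3 SD, cut at about 30% in these data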;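 also: rise in fluorescence read as greater calcium sensitivity of cardiac thin filaments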
CAL PDZ FP-1: inhibitors of human CAL PDZ peptide binding. purified CAL PDZ, TMR-peptide fluorescence polarization, 1 h. inhibition, % at 20 µM. 330,000 tested, 0.02% active. AID 504414;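 active = highest replicate inhibition of at least 40%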;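 also: plate controls were DMSO neutral control wells for no effect and unlabeled competitor peptide control wells for full effect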
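Assay system – tagged CAL PDZ protein CerCALP, purified · Timing – 1 h at RT · Compound – single point, 20 µM · Measured by – fluorescence polarization from S- and P-plane intensities, G-factor corrected · Evaluation – inhibition from polarization loss · Probe or stimulus – TMR reporter peptide T*-PRC34 · Buffer or medium – pH 7.4 phosphate-saline buffer, reducing agent, detergent, IgG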
CAL PDZ FP-2: blocks peptide binding to the human CAL PDZ domain | 300,000 tested, 0.92% active | purified CAL PDZ, TMR-peptide fluorescence polarization, 1 h | AID 602252 | inhibition, % at 24.9 µM;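 active = mean inhibition of at least 30% with at least half of replicates also reaching 30%; inconclusive = no clear call, values can overlap the other calls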;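 also: 0% = DMSO neutral control and 100% = excess unlabeled competitor peptide PRC23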
* = called active by the depositor; ? = inconclusive; / = no result given.

SMILES | Rtt109 HAT inh | DAGLB inh | LANA DNA inh | Keap1 Nrf2 FP | SR-BI uptake up | RTF Ca sens inh | PKA-R2B act | RTF Ca sens act | CAL PDZ FP-1 | CAL PDZ FP-2
Cc1[nH][nH]c(=O)c1C(c1ccc(-c2ccc(Cl)c(Cl)c2)o1)c1c(C)[nH][nH]c1=O | 5 | -8 | 1.2 | -12 | 0 | 5 | -4 | -5 | -1.3 | -4
O=C(NNc1nc2ccccc2s1)Nc1ccccc1 | 3 | -2 | -1.0 | -3 | 10 | 9 | -2 | 13 | -0.1 | -1
O=C(NCC1CCN(S(=O)(=O)c2ccccc2)CC1)Nc1ccc(F)cc1F | 0 | -3 | -0.7 | -5 | -15 | 1 | 1 | 2 | -0.4 | 5
COc1ccccc1CNCc1cc(=O)oc2c(C)c(C)ccc12 | -27 | -10 | 2.3 | 4 | 20 | -2 | -5 | -2 | 0.3 | -3
COc1ccc(NC(=O)CN(c2cc(C)cc(C)c2)S(=O)(=O)c2c(C)n[nH]c2C)cc1 | 0 | 3 | 2.5 | 7 | -11 | -10 | -1 | 9 | -0.2 | /
O=C(NCc1nnc(SCc2ccccc2)n1-c1ccc(F)cc1)C12CC3CC(CC(C3)C1)C2 | 21 | -6 | 1.1 | 1 | -17 | -1 | -12 | 1 | 0.1 | -1
CN(C(=O)COC(=O)c1cc(=O)[nH]c2ccccc12)c1c(N)n(Cc2ccccc2)c(=O)[nH]c1=O | -3 | 0 | 0.9 | -5 | 12 | 3 | -14 | 3 | -0.8 | /
COc1cccc(C(=O)c2c[nH]c(C(=O)NCc3cccs3)c2)c1 | -7 | 1 | 0.9 | -1 | -38 | 0 | 1 | 7 | -0.3 | -3
CCN(CC)S(=O)(=O)c1cccc(-c2n[nH]c(=S)n2Cc2ccccc2)c1 | 1 | 0 | 0.7 | -1 | 22 | -15 | 1 | 1 | -0.6 | -6
Cn1cnnc1SCC(=O)NC1CCCC1 | -4 | 2 | -0.7 | -7 | 9 | 1 | 2 | -4 | -0.2 | /
CCc1ccc(CCC(=O)Nc2nc(CC(C)=O)ns2)o1 | 4 | 0 | 2.3 | -3 | -22 | 1 | -8 | 0 | -0.8 | -1
COc1ccc(NC(=O)Cn2nnc(-c3ccccc3NS(=O)(=O)c3ccccc3)n2)cc1 | 3 | -6 | -0.7 | -10 | -1 | 1 | -7 | -15 | -1.8 | -3
CCC(C)NC(=O)Cn1cnc2sc(C)c(S(=O)(=O)N3CCCCC3)c2c1=O (stereo not given) | 1 | 0 | -0.5 | -2 | 12 | -13 | 4 | -1 | -0.9 | 10
O=C(CCN1CCN(c2ccc(Cl)cc2)CC1)Nc1ccccc1F | -12 | -1 | -0.6 | -3 | -21 | -1 | 3 | -3 | 0.3 | -3
CC1CCCCC1NC(=O)c1nn(C)c2c1CS(=O)(=O)c1ccccc1-2 (stereo not given) | 4 | -1 | 0.9 | -2 | -78 | -4 | 14 | 7 | -2.1 | -1
COc1cccc(OC)c1C(=O)Nc1cccc(-n2cnnn2)c1 | 9 | 4 | -0.5 | -2 | 5 | 1 | 1 | -1 | -0.5 | /
CC(C)Oc1cccc(C(=O)C2CCCN(C(=O)c3cncs3)C2)c1 (stereo not given) | 13 | 2 | -0.4 | 1 | 6 | -2 | -3 | 0 | 0.0 | 6
O=C(O)c1ccc(C2(c3ccc(C(=O)O)cc3)OC(=O)c3ccccc32)cc1 | 3 | 0 | -2.4 | -3 | / | -1 | -5 | 2 | 0.9 | /
CN(C(=O)COC(=O)c1cc2ccccc2cc1O)C1CCCCC1 | 2 | -5 | -1.8 | 1 | -10 | -3 | 0 | -3 | -1.5 | -6
CCc1nnc(NC(=O)CSc2nnc3ncccn23)s1 | 1 | -3 | -0.8 | -3 | 13 | -7 | 2 | -3 | -1.4 | 2
C/C(=N\NC(=O)Cn1ccc(C(F)(F)F)n1)c1ccco1 | 2 | 0 | 1.2 | -2 | -4 | 12 | -9 | 1 | -1.6 | 0
CCCC1(c2ccccc2)NC(=O)N(CC(=O)NCc2ccc(C)cc2)C1=O (stereo not given) | -8 | -1 | -1.8 | 0 | 27 | -7 | 1 | -7 | -0.4 | -5
CS(=O)(=O)N(CC(=O)N1CCCC1)c1ccc(OCc2ccccc2)cc1 | 2 | -1 | 0.4 | -5 | -7 | -4 | 4 | 1 | -2.2 | -2
Cc1cc2cc(CNC(=O)c3ccc(Br)o3)ccc2[nH]1 | -3 | 7 | -2.2 | -2 | -12 | -11 | -4 | 6 | 0.2 | -2
COc1cc(OC)cc(C(=O)Nc2ccc(C(=O)NCC3CCCO3)cc2)c1 (stereo not given) | -1 | 0 | -0.6 | 0 | -6 | -1 | 5 | 0 | -1.6 | /

Profiles from above:
COc1ccccc1CNCc1cc(=O)oc2c(C)c(C)ccc12 across the screens: Rtt109 HAT inh: -27; DAGLB inh: -10; LANA DNA inh: 2.3; Keap1 Nrf2 FP: 4; SR-BI uptake up: 20; RTF Ca sens inh: -2; PKA-R2B act: -5; RTF Ca sens act: -2; CAL PDZ FP-1: 0.3; CAL PDZ FP-2: -3
O=C(CCN1CCN(c2ccc(Cl)cc2)CC1)Nc1ccccc1F across the screens: Rtt109 HAT inh: -12; DAGLB inh: -1; LANA DNA inh: -0.6; Keap1 Nrf2 FP: -3; SR-BI uptake up: -21; RTF Ca sens inh: -1; PKA-R2B act: 3; RTF Ca sens act: -3; CAL PDZ FP-1: 0.3; CAL PDZ FP-2: -3
CCC(C)NC(=O)Cn1cnc2sc(C)c(S(=O)(=O)N3CCCCC3)c2c1=O (stereo not given) across the screens: Rtt109 HAT inh: 1; DAGLB inh: 0; LANA DNA inh: -0.5; Keap1 Nrf2 FP: -2; SR-BI uptake up: 12; RTF Ca sens inh: -13; PKA-R2B act: 4; RTF Ca sens act: -1; CAL PDZ FP-1: -0.9; CAL PDZ FP-2: 10

Carrying on.
SMILES | Rtt109 HAT inh | DAGLB inh | LANA DNA inh | Keap1 Nrf2 FP | SR-BI uptake up | RTF Ca sens inh | PKA-R2B act | RTF Ca sens act | CAL PDZ FP-1 | CAL PDZ FP-2
O=C1/C(=C/c2ccccc2)Nc2ccccc21 | 13 | -4 | -2.0 | -19 | 20 | -14 | -9 | 9 | 1.6 | /
Cc1ccc(C)c(NC(=O)C2(C)CC3c4ccccc4C2c2ccccc23)c1 (stereo not given) | 5 | 3 | -0.6 | -3 | / | 0 | -7 | 3 | -0.2 | -3
c1cncc(-c2nn3c(Cn4cnc5ccccc54)nnc3s2)c1 | / | -1 | 2.0 | 5 | 12 | -6 | -11 | 3 | -0.9 | -3
C=CCn1c(C)cc(C(=O)CN2C(=O)c3ccccc3S2(=O)=O)c1C | ? | -2 | -1.1 | -3 | -5 | 2 | -18 | 3 | -1.4 | -1
O=C(c1ccc2c(c1)OCCO2)C1CCN(S(=O)(=O)c2ccc(F)cc2)CC1 | 14 | -3 | -1.2 | -2 | -12 | 5 | -6 | -1 | -2.6 | /
O=C(Nc1ccc(Cl)c([N+](=O)[O-])c1)c1cnccn1 | 12 | 1 | 0.4 | -1 | 5 | -2 | 8 | -1 | -0.9 | 0
CCOc1ccc(C(=O)N/N=C/c2ccc(-c3ccc(S(=O)(=O)Nc4ncccn4)cc3)o2)cc1 | 2 | 4 | 0.8 | 6 | 12 | 0 | -15 | 0 | -4.0 | -5
O=C1CC(N2CCN(Cc3ccc4c(c3)OCO4)CC2)C(=O)N1CCc1ccccc1 (stereo not given) | -7 | -1 | 1.2 | -1 | 13 | 2 | 10 | -5 | -0.8 | /
CCOc1ccc(C)cc1S(=O)(=O)n1ccnc1 | -5 | -2 | -1.4 | -1 | 7 | -7 | 0 | 0 | 0.0 | 3
Cc1ccc(NC(=O)c2ccc(Cl)c(S(=O)(=O)N3CCCC3)c2)nc1 | -3 | -2 | -1.4 | -1 | 1 | -15 | 4 | -7 | -0.5 | 2
CC1CCC2(CC1)NC(=O)N(CC(=O)Nc1ccc3c(c1)OCO3)C2=O (stereo not given) | 1 | 0 | -1.8 | -3 | 25 | 5 | -8 | -6 | 0.4 | /
c1ccc(Cn2ncc3c(N4CCOCC4)ncnc32)cc1 | 9 | 3 | 1.6 | -2 | 3 | 1 | -10 | -5 | 1.2 | 0
Nc1ncnc(NCc2ccc(F)cc2)c1[N+](=O)[O-] | 0 | -1 | -0.6 | 1 | 0 | -2 | 4 | 2 | 0.4 | 6
CCC(=O)Nc1ccc(C(=O)CSc2nc3ccccc3[nH]2)cc1 | -1 | 3 | 0.2 | -3 | -18 | -17 | -7 | 9 | -1.8 | -5
COc1ccccc1CNC(=O)CN(CCc1ccccc1)S(C)(=O)=O | 12 | 0 | -0.7 | 1 | 5 | 0 | -6 | 1 | -0.6 | 0
N#Cc1c2c(c(Nc3ccccc3)n3c1nc1ccccc13)CCC2 | 4 | 3 | -0.3 | 0 | -1 | -2 | 12 | 1 | 1.3 | -2
O=C1Nc2ccccc2C1(O)c1ccccc1O (stereo not given) | -1 | 1 | -0.1 | -6 | 7 | 0 | -7 | -1 | / | 0
COc1ccc(N2CCN(C(=O)CSc3nc4[nH]ncc4c(=O)n3-c3ccc(Br)cc3)CC2)cc1 | 13 | 4 | 1.6 | 0 | -62 | -4 | -2 | 2 | -1.9 | /
Cc1ccc(C)c(SCC(=O)Nc2cc(S(=O)(=O)N3CCOCC3)ccc2C)c1 | / | 2 | / | / | -8 | 5 | -8 | -2 | -2.0 | 5
Cc1ccc(C(=O)Nc2cccc(-c3ccc(N4CCOCC4)nn3)c2)cc1C | 4 | 1 | 0.4 | -1 | -77 | 2 | -9 | -11 | -6.8 | -1
CCN(CC)C(=O)COC(=O)C1CCN(S(=O)(=O)c2ccc3c(c2)OCCO3)CC1 | 2 | 1 | -4.5 | -5 | 9 | -3 | 4 | 8 | -0.2 | -1
COc1cccc(C2C3=C(CC(C)(C)CC3=O)Nc3cc4c(cc32)OCO4)c1 (stereo not given) | -75 | -1 | 1.8 | -2 | 11 | -2 | -8 | -6 | 0.3 | -1

Sorted by count of non-hydrogen atoms (smallest number first): some entries from above
SMILES | Rtt109 HAT inh | DAGLB inh | LANA DNA inh | Keap1 Nrf2 FP | SR-BI uptake up | RTF Ca sens inh | PKA-R2B act | RTF Ca sens act | CAL PDZ FP-1 | CAL PDZ FP-2
Nc1ncnc(NCc2ccc(F)cc2)c1[N+](=O)[O-] | 0 | -1 | -0.6 | 1 | 0 | -2 | 4 | 2 | 0.4 | 6
c1cncc(-c2nn3c(Cn4cnc5ccccc54)nnc3s2)c1 | / | -1 | 2.0 | 5 | 12 | -6 | -11 | 3 | -0.9 | -3
COc1ccccc1CNC(=O)CN(CCc1ccccc1)S(C)(=O)=O | 12 | 0 | -0.7 | 1 | 5 | 0 | -6 | 1 | -0.6 | 0

Compounds were not picked by outcome, and some 1.6% of all compounds hit somewhere here.
